# LDHA block: blocks human lactate dehydrogenase A; AID 1347041; purified LDHA, NADH/diaphorase-resazurin fluorescence; stronger effect = lower value; P00338; activity change, % (values are at about 110 or 230 µM); 480,000 compounds, 0.15% hits; in the data active means activity change below about -30%; inconclusive means mostly about -25% to -30%;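 further: plate controls were DMSO wells for no effect and wells without enzyme for full effect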
#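 Remaining NADH was detected by diaphorase (0.133 mg/mL) converting 37 µM resazurin to fluorescent resorufin, read at 0 and 20 minutes. The preceding 5-minute room-temperature reaction used 2 nM LDHA, 0.2 mM sodium pyruvate and 0.06 mM NADH at pH 7.4.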
# Vif-A3F inh: inhibitors of Vif-A3F interaction; HeLa A3F-eYFP + Vif (tagged APOBEC3F with the HIV-1 protein that degrades it), YFP fluorescence increase; Potency, µM (titrated, usually from 46.1 µM), without a hit: at the top dose activity, negative = active; 390,000 compounds, 0.2% hits; AID 602313; further: potency means the concentration at half of the fitted maximal effect; % of control where 0% means no effect; nearly all actives have a fitted effect of over 65% in size
#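 HeLa cells stably expressing A3F-eYFP plus Vif, plated and incubated overnight at 37 deg C, then exposed to compounds overnight at 37 deg C. Blocked degradation read as raised yellow fluorescence (Ex 488/Em 500-530).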
# D2 potentiator: positive allosteric modulators of human D2 dopamine receptor. 340,000 compounds, 0.34% hits. HEK293 T-REx D2, calcium flux, EC20 dopamine potentiation. P14416. AID 485347. potentiation, % at 10 µM;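 active means potentiation over 3 SD above the plate norm, cut at about 30% in these data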; further: 0% is about no effect
# Target sequence (P14416 whole entry, looked up): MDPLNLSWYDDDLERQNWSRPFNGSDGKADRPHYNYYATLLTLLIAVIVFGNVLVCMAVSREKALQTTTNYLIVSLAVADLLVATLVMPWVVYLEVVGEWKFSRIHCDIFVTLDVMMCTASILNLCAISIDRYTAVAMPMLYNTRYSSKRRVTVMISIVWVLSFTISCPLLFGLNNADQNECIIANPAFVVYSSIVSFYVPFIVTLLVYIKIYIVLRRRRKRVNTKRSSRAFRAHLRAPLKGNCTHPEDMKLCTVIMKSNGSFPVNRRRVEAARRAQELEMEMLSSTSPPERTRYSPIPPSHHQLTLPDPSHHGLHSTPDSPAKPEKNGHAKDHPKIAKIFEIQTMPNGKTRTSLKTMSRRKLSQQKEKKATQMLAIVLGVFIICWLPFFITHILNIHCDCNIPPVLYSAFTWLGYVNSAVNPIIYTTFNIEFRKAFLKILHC
#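 Potentiation of an EC20 dopamine calcium response is measured in a force-coupled, tetracycline-inducible Hek293 Trex D2 line. Compound-only kinetic reads over 180 s flag agonists before dopamine addition.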
# RXFP1 agonist: RXFP1 (human) receptor agonism | Q9HBX9 | HEK293T-RXFP1 cAMP TR-FRET, 30 min; response scale: percent of porcine relaxin response, buffer zero | Potency, µM (top dose mostly 57.5 µM), for the others: at the highest dose activation, most hits filed as activators | 370,000 compounds, 0.3% hits; further: potency means the concentration at half of the fitted maximal effect; on the % scale 0 is the no-effect control and ±100 the full control effect; nearly all actives have a fitted effect of over 60% in size; many of its hits are not listed in these tables
#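 HEK293 cells stably expressing RXFP1, treated 30 min at 37C with compounds plus PDE4 inhibitor Ro 20174; cAMP measured by HTRF TR-FRET. Normalized to buffer and 29 nM porcine relaxin; EC50 by Hill fit.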
# D1 agonist: human D1 receptor agonism | HEK293 T-REx D1 cells, calcium flux, agonist mode | P21728 | activation, % at 2 µM | 360,000 compounds, 1% hits; in the data active means activation above about 30%; further: 0% is about no effect
# Target sequence (P21728 whole entry, looked up): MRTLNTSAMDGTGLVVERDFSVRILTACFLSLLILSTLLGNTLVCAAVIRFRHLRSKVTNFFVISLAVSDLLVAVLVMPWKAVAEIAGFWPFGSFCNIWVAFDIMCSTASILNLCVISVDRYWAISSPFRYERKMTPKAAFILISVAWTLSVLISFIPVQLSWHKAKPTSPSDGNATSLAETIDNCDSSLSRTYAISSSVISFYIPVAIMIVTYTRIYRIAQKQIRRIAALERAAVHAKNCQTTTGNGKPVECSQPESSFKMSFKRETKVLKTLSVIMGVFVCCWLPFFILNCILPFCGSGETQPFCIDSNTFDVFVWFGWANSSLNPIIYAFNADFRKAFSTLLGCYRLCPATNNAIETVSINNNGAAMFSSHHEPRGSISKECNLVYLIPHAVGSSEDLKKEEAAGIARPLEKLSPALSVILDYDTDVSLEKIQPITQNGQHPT
#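 Tetracycline-induced HEK293 TREx D1 cells, force-coupled to calcium signalling, were dye-loaded with a no-wash calcium kit. Compound was pin-added after a 10 s baseline. Fluorescence was read kinetically at 1 cycle/s for 180 s, with calcium rises flagged as agonism.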
# D1 PAM: potentiators of human D1 dopamine receptor | P21728 | HEK293 TREx D1 cells, calcium flux, dopamine EC20 potentiation | potentiation, % at 10 µM | 360,000 compounds, 0.036% hits | AID 504651; in the data active means potentiation above about 30%; further: 0% is about no effect
# Vif-A3G inh: inhibitors of Vif-APOBEC3G interaction | Q9HC16 | HeLa A3G-eYFP + Vif (tagged APOBEC3G with the HIV-1 protein that degrades it), YFP fluorescence, overnight | Potency, µM (series often up to 46.1 µM), for the others: at the top dose activity, negative = active, hits mostly inhibitors | 410,000 compounds, 0.076% hits | AID 602310;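 further: potency means the concentration at half of the fitted maximal effect; on the % scale 0 is the no-effect control and ±100 the full control effect; nearly all actives have a fitted effect of over 60% in size; hits raise eYFP signal because A3G escapes Vif-driven loss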
#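 Read-out is eYFP fluorescence (Ex 488/Em 500-530) from Vif-expressing HeLa A3G-eYFP cells; more signal means A3G escaped Vif-mediated degradation. Cells plated overnight, compound pinned in, incubated overnight at 37 deg C.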
# Glioma ERSR ind: ER stress response induction in glioma. U87-MG GRP78 promoter luciferase reporter, 16 h. Potency, µM, inactives show at the highest dose activation, most hits filed as activators. 420,000 compounds, 0.02% hits. AID 602332; further: potency means the concentration at half of the fitted maximal effect; series mostly up to about 76 µM; % of control where 0% means no effect; nearly all actives have a fitted effect of over 35% in size
#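 Stably transfected U87-MG human glioma cells carrying a GRP78-based luminescent sensor were seeded at 1000 cells/well, pin-dosed with compounds and incubated 16 h. Luciferase reagent was then added, and end-point luminescence was read after 10 min at room temperature.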
# D1 antag: blocks dopamine activation of the human D1 receptor. HEK293 TREx D1 cells, calcium flux, dopamine EC80; stronger effect = lower value. activity change, negative = inhibition, % at 10 µM. P21728. AID 504652. 360,000 compounds, 3.2% hits; in the data active means activity change below about -30%; further: on the % scale 0 is the no-effect control and ±100 the full control effect
#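 Calcium flux readout: force-coupled, inducible Hek293 Trex D1 line, cells induced overnight at 30 C with tetracycline, dye-loaded 30–90 min at RT. Antagonism scored against EC80 dopamine challenge given 180 s after compound.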
# Active calls of the source: *; ? = inconclusive; / = not tested or not shown; & = joins results of further samples. Unless noted, the call rests on the fitted dose curve; in most records, active means well fitted curve in the direction sought with a large enough effect; inconclusive means small, poorly fitted or top-dose-only effect, or another doubt; inactive means no such curve, though single readings can be large; an effect the other way counts as inactive or inconclusive. These rows are one share of the data (hit frequency here may not be typical).
SMILES,LDHA block,Vif-A3F inh,D2 potentiator,RXFP1 agonist,D1 agonist,D1 PAM,Vif-A3G inh,Glioma ERSR ind,D1 antag
Cc1ccc(S(=O)(=O)N2CCN(C(=O)COC(=O)c3ccccn3)CC2)c(C)c1,-5,-16%,3,2.5%,1,6,2%,-4%,-3
O=C(Nc1cccc(F)c1)Nc1cccc(Cl)c1,1,-6%,-9,0.1%,12,7,0%,-4%,-53*
CC(C)NC(=O)COC(=O)CNC(=O)c1cc(Cl)cc([N+](=O)[O-])c1,-1,-6%,4,-4.4%,2,2,0%,1%,-6
COc1ccc(CC(=O)NCCc2cnc[nH]2)cc1,-7,-4%,7,3.7%,6,-10,-8%,-3%,-3
CCOc1ccc(C(=O)NC(=S)NCCCN2CCOCC2)cc1,-18,-2%,10,0.4%,7,-4,4%,0%,-17
CC(=O)NC(c1cccc([N+](=O)[O-])c1)c1c(OC(C)=O)ccc2ccccc12 (centres undefined),-4,-15%,/,/,/,/,-8%,-4%,/
O=c1c2cnn(-c3ccc(F)cc3)c2ncn1Cc1ccccn1,/,/,-2,-0.1%,2,-1,/,/,-16
Cc1ccccc1Nc1c(-c2ccc(N3CCOCC3)cc2)nc2cccc(C)n12,-9,-28%,22,8.3%,-1,6,-23%,2%,20
CCCOc1ccc(C(CC(=O)O)NC(=O)C(c2ccccc2)c2ccccc2)cc1 (centres undefined),-6,1%,17,1.1%,2,-2,2%,-4%,1
O=C(CNC(=O)c1cccs1)N=Nc1c(O)[nH]c2ccc(Br)cc12,-4,-11%,-1,3.5%,1,2,-11%,-5%,32
Cc1ccc(OC(=O)c2ccc3c(=O)n4c(nc3c2)CCC4)cc1,-2,-6%,1,0.2%,14,-6,-1%,-2%,4
CSC[C@H]1CN(CCc2ccccc2)C(=O)[C@@H]1CC(=O)Nc1ccccc1,3,-1%,/,/,/,/,1%,-3%,/
Cc1[nH][nH]c(=O)c1C=Nc1ccc(C(F)(F)F)cc1,1,3%,-2,-2.3%,0,1,-1%,-8%,10
O=C(O)c1ccc(-c2ccccc2)[nH]1,-4,3%,1,2.8%,1,-1,-4%,-3%,-3
CCOc1cccc2sc(N(CCN(CC)CC)C(=O)c3cccc(N4C(=O)CCC4=O)c3)nc12,-4,-13%,-10,-0.1%,4,-2,0%,-5%,8
CN=C1SC(CC(=O)Nc2ccc(F)cc2F)C(=O)N1/N=C(\C)c1cccc(OCC(=O)O)c1 (centres undefined),-5,1%,-2,-4.9%,1,4,2%,-5%,0
Cc1nc(C(F)(F)F)ccc1C(=O)Nc1ccc(C(F)(F)F)cn1,2,-2%,-4,-0.8%,2,3,3%,-7%,-9
Cc1ccc(-n2nnc(-c3nc(-c4cccs4)no3)c2N)c(C)c1,-18,1%,5,?,-1,3,4%,4%,4
CSc1ncc(CN2CCc3c([nH]c4ccccc34)C2c2cccc(C)n2)cn1 (centres undefined),-1,3%,-8,4.8%,2,-13,-6%,-1%,4
N#Cc1c2ccc(OCC(=O)NCc3ccco3)cc2n2ccccc12,23,2%,-7,4.2%,8,-1,-7%,-2%,-8
Cc1ccccc1C(=O)NCCNC(=O)c1ccco1,-5,1%,4,2.4%,2,8,2%,2%,19
COc1ccc2oc(C(=O)Nc3nccs3)c(C)c2c1,-7,-5%,8,?,-1,-2,-3%,-3%,14
Cc1nnc(C)n1/N=C/c1ccccn1,-2,/,-1,2.2%,1,-6,0%,-5%,-4
O=C1CN(C(=O)COC(=O)Cc2ccccc2F)c2ccccc2N1,-2,8%,/,/,/,/,-3%,-3%,/
C=CC(=O)N1C/C=C\C(c2ccc(OC)cc2)N(Cc2ccc(F)cc2)C(=O)C1 (centres undefined),-12,0%,11,2.0%,3,0,-9%&-6%,-7%&0%,8
CN(C)Cc1c(O)ccc2c3c(c(=O)oc12)CCCCC3,4,0%,11,14%,-2,-3,-8%,-3%,-9
CCCCCCCNC(=O)C1(CC2CC(c3ccc(Cl)cc3)=NO2)CCN(C(=O)C2(C)CC2)CC1 (centres undefined),1,1%,-5,0.6%,3,0,-1%,-4%,11
CCN(CC)CCN(C(=O)c1ccc(C(=O)c2ccccc2)cc1)c1nc2ccc(OC)cc2s1,-1,3%,-8,0.7%,4,0,-6%,6%,7
Cc1ccccc1C(=O)Oc1cccc2c(O)cccc12,5,-3%,7,0.0%,4,-2,-23%,2%,-9
O=C(COC(=O)c1cc(=O)[nH]c2ccccc12)NCc1ccc(Cl)cc1,-9,0%,1,-1.0%,2,0,0%,-3%,-14
CC1CCN(c2ccc([N+](=O)[O-])cn2)CC1,1,0%,15,0.6%,1,-6,-2%,-2%,-22
CC1CCc2sc(C(=O)NC3CCCCC3)cc2C1 (centres undefined),1,0%,2,-1.7%,2,/,0%,-3%,-8
O=C(COC(=O)c1cnccn1)Nc1ccc(Cl)cn1,-6,7%,-6,0.5%,1,-1,0%,3%,5
Cc1ccc(-n2cc(-c3ccccc3)c3c(N4CCCCC4)ncnc32)cc1,1,0%,7,1.7%,2,0,-2%,-5%,36
CC(C)Oc1ccccc1C1(c2ccccc2)NC(=O)NC1=O (centres undefined),-2,-13%,5,1.3%,1,13,0%,-1%,-1
Cc1nnc(SCC(=O)NC(=O)NC(C)(C)C)n1N,-13,3%,10,1.7%,4,4,0%,-5%,32
Cc1ccc(NC(=O)NC(=O)CN2C(=O)NC3(CCCCCCC3)C2=O)c(C)c1,2,-5%,13,0.1%,0,0,5%,-2%,-12
Cc1cc(OCC(=O)Nc2c(C)n(C)n(-c3ccccc3)c2=O)ccc1[N+](=O)[O-],-5,1%,4,0.0%,-3,-6,0%,-3%,4
CN(C)CCN1C(=O)C(=O)/C(=C(/O)c2ccccc2)C1c1ccccc1F (centres undefined),-3,-10%,2,-0.4%,4,0,0%,-1%,0
O=C(CN1CCN(S(=O)(=O)c2ccccc2F)CC1)NC1CCCC1,-3,16%,-3,0.6%,0,-1,-2%,-7%,0
O=c1ncn(C2CCCCC2)c(=O)[nH]1,-5,?,/,/,/,/,0%,1%,/
CCOc1ccc(CN2CCCN(C)CC2)cc1,-17,-4%,20,0.4%,1,-5,3%,-3%,0
CC(=O)N1CCN(C(=O)CNC(=O)c2ccc(Br)o2)CC1,-2,2%,10,-0.4%,2,4,1%,0%,-6
CC1=NN(c2cccc([N+](=O)[O-])c2)C(=O)C1,-1,-10%,11,-0.9%,43*,-2,-1%,-1%,-10
CCCn1c(NC(=O)C2CCN(C(=O)c3ccccc3C)CC2)nc2ccccc21,-4,4%,-7,2.2%,1,-5,1%,-3%,0
COCC(C)NCc1ccc(C)cc1C (centres undefined),-14,-6%,/,0.8%,3,3,3%,-6%,10
COc1cccc(OC)c1C(=O)Nc1ccc(N2CCN(S(C)(=O)=O)CC2)cc1,-1,-3%,8,0.2%,0,-2,2%,-6%,27
CCCC1(c2ccsc2)NC(=O)NC1=O (centres undefined),-10,6%,/,/,/,/,0%,-1%,/
COc1ccc(-c2csc(COC(=O)C(C)(C)C)n2)cc1,-6,14%,-4,-0.4%,5,-4,-2%,4%,-28
CCCOc1ccc(S(=O)(=O)N2CCN(C)CC2)c2ccccc12,6,0%,3,-0.2%,3,-8,5%,-3%,5
Cc1ccccc1N(CC(=O)NC1CCCC1)C(=O)C1(C)CC(=O)N=C2C=CC=CN21 (centres undefined),2,/,-2,3.2%,0,0,-1%,-6%,-2
O=c1c2sc3ccccc3c2n(Cc2cccc(Cl)c2)c(=O)n1Cc1ccc(F)cc1,-2,10%,9,3.0%,2,1,-7%,-4%,11
CC(C)(C)OC(=O)N/N=C\c1ccc(OC(=O)c2ccco2)cc1,-5,-5%,8,1.4%,6,0,-2%,0%,17
CC1CCN(C(=O)c2ccc(COc3ccccc3Cl)o2)CC1,-2,-5%,12,4.0%,22,-3,-7%,9%,-36*
N#C/C(=C\Nc1ccc2c(c1)OCCO2)c1nc2ccccc2[nH]1,-8,-3%,-4,4.5%,3,-10,-17%,2%,-15

# Some of these compounds in order of length of the SMILES, high to low.
SMILES,LDHA block,Vif-A3F inh,D2 potentiator,RXFP1 agonist,D1 agonist,D1 PAM,Vif-A3G inh,Glioma ERSR ind,D1 antag
Cc1ccccc1N(CC(=O)NC1CCCC1)C(=O)C1(C)CC(=O)N=C2C=CC=CN21 (centres undefined),2,/,-2,3.2%,0,0,-1%,-6%,-2
O=c1c2sc3ccccc3c2n(Cc2cccc(Cl)c2)c(=O)n1Cc1ccc(F)cc1,-2,10%,9,3.0%,2,1,-7%,-4%,11
COc1cccc(OC)c1C(=O)Nc1ccc(N2CCN(S(C)(=O)=O)CC2)cc1,-1,-3%,8,0.2%,0,-2,2%,-6%,27
CCCn1c(NC(=O)C2CCN(C(=O)c3ccccc3C)CC2)nc2ccccc21,-4,4%,-7,2.2%,1,-5,1%,-3%,0
N#C/C(=C\Nc1ccc2c(c1)OCCO2)c1nc2ccccc2[nH]1,-8,-3%,-4,4.5%,3,-10,-17%,2%,-15
CCCOc1ccc(S(=O)(=O)N2CCN(C)CC2)c2ccccc12,6,0%,3,-0.2%,3,-8,5%,-3%,5
CC(=O)N1CCN(C(=O)CNC(=O)c2ccc(Br)o2)CC1,-2,2%,10,-0.4%,2,4,1%,0%,-6
CC1=NN(c2cccc([N+](=O)[O-])c2)C(=O)C1,-1,-10%,11,-0.9%,43*,-2,-1%,-1%,-10
CCCC1(c2ccsc2)NC(=O)NC1=O (centres undefined),-10,6%,/,/,/,/,0%,-1%,/
COCC(C)NCc1ccc(C)cc1C (centres undefined),-14,-6%,/,0.8%,3,3,3%,-6%,10

# Bioassay records: PubChem BioAssay, National Center for Advancing Translational Sciences (NCATS)
